Screening data: PubChem BioAssay, several laboratories
TCR-CD3 inh: inhibitors of human TCR-CD3 interaction, primary screen, biochemical, fluorescence, TAMRA-labeled TCR probe | hit rate 0.37% among 360,000 | inhibition, % at 9.4 µM | AID 651800, 2012; in the data active means inhibition above about 19%;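 further: recombinant mutant TCR 2C K166C tagged with TAMRA read by polarization; 0% = receptor in buffer alone and 100% = receptor with positive control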
rCAG RNA binder: binders of r(CAG) RNA repeats, primary screen, biochemical, fluorescence; r(CAG) RNA repeat, TO-PRO-1 dye displacement fluorescence; inhibition, % at 3 µM; hit rate 1.3% among 370,000;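 active means inhibition above the plate cutoff, the mean of all test compounds on that plate plus 3 SD, cut at about 35% in these data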;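 further: 0% = DMSO alone and 100% = 100 µM mitoxantrone as full dye displacement; higher means more dye released from RNA so lower well fluorescence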
HTRA1 inh: HTRA1 serine protease inhibitors, primary screen, biochemical, fluorescence polarization, HTS | Q92743 | recombinant HTRA1, FP-rhodamine activity-based probe | inhibition, % at 5.96 µM | hit rate 0.5% among 340,000 | AID 504803, 2011; in the data active means inhibition above about 36%;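 further: 0% = enzyme with DMSO and 100% = wells lacking enzyme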
MBD2 inh: inhibitors of MBD2 binding to methylated DNA, primary screen, biochemical, TR-FRET, DNA-binding domain, human | Methyl-CpG-binding domain protein 2 (Homo sapiens), Q9UBB5 | MBD2 binding to methylated oligonucleotide | inhibition, % at 4.4 µM | hit rate 0.31% among 370,000; in the data active means inhibition above about 13%
Target sequence (Q9UBB5 whole entry, looked up, the tested form may be a part): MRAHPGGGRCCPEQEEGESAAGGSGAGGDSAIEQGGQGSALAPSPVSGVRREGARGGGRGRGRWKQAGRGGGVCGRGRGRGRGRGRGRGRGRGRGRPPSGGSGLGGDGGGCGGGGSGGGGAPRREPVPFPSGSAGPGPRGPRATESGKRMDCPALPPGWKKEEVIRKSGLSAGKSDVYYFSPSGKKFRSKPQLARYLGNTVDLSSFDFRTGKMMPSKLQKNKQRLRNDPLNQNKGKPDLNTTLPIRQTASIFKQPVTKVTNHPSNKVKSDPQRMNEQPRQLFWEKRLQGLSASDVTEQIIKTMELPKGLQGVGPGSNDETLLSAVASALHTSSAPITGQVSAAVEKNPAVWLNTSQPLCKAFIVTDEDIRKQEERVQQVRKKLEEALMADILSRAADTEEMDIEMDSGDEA
TDP2 inh: human TDP2 enzyme inhibitors, primary screen, biochemical, epi absorbance, recombinant enzyme; hit rate 0.34% among 370,000; inhibition, % at 12.8 µM; T5PNP hydrolysis, p-nitrophenol absorbance 415 nm; AID 720702, 2013;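 active means inhibition above the mean of all tested compounds plus 3 SD, set per campaign, cut at about 25% in these data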;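 further: 0% = DMSO with enzyme and 100% = buffer with substrate but no TDP2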
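Test system: Human TDP2 enzyme | Reagent: 5 mM T5PNP | Compound dosing: 12.8 µM single point, 1% DMSO | Incubation: Enzyme reaction with compound for 2 h at 37 °C | Technique: p-Nitrophenol epi absorbance | Read-out: % inhibition relative to enzyme-containing and enzyme-free wells | Benchmarks: High control without enzyme, low control DMSO plus TDP2 | Replicates: Singlicate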
PRMT1 inh: PRMT1 methyltransferase inhibitors, primary screen, biochemical, fluorescence polarization; Protein arginine N-methyltransferase 1 (Homo sapiens), Q99873; recombinant PRMT1, activity-based probe fluorescence polarization; inhibition, % at 2.79 µM; hit rate 1.3% among 370,000;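 active means inhibition above about 21% made by adding two undisclosed values, limit read from the data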
NPR2 activator: human GC-B receptor activators, primary screen, HEK293 GC-B cells, cGMP TR-FRET, EC30 CNP | Atrial natriuretic peptide receptor 2 (Homo sapiens), P20594 | 0% at EC30 CNP, 100% saturating CNP | activation, % at 10 µM | hit rate 0.11% among 370,000;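 active means activation at 10 µM reaching about 35% in either raw or pattern-adjusted values, limit read from the data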
mABHD4 FP: ABHD4 inhibitors, primary screen, biochemical, fluorescence polarization, mouse | hit rate 0.54% among 370,000 | purified mABHD4, FP-Rh probe fluorescence polarization | inhibition, % at 8.92 µM | (Lyso)-N-acylphosphatidylethanolamine lipase (Mus musculus), Q8VD66;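 active means inhibition exceeding the mean over every tested compound plus 3 SD, cut at about 30% in these data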;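 further: 0% = plate median of compound wells and 100% = S159A mutant with DMSO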
Target sequence (Q8VD66 whole entry, looked up): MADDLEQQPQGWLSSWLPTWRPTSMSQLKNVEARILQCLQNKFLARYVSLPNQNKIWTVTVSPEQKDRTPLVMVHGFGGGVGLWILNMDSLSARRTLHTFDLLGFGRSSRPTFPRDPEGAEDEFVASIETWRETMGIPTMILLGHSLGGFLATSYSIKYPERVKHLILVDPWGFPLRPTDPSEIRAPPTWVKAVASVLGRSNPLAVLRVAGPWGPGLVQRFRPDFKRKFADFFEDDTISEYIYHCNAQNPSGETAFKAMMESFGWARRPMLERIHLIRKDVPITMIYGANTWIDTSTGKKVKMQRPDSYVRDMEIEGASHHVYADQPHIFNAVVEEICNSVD
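Material: mouse ABHD4 enzyme, wild type; Benchmarks: S159A mutant high control, sample median low control; Buffer or medium: HEPES pH 7.0, NaCl, Pluronic buffer; Signal: fluorescence polarization; Read-out: percent inhibition of probe binding, normalized to plate controls; Timing: pre-incubation 45 min, probe exposure 60 min, at 25 °C; Dosing: 8.92 µM, single dose.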
SIAE primary: human SIAE inhibitors, primary screen, biochemical, fluorescence polarization, FP-Rh probe, 1536-well HTS; Sialate O-acetylesterase (Homo sapiens), Q9HAT2; SIAE FP-Rh probe binding; inhibition, % at 9.66 µM; hit rate 0.69% among 370,000;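 active means inhibition above a cutoff: mean of compounds within the control limits plus 3 SD of those, cut at about 17% in these data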;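 further: 0% = plate median of compound wells and 100% = probe without SIAE protein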
LEDGF integ inh: blockers of LEDGF/p75-dependent integrase strand transfer – biochemical, TR-FRET, high throughput, primary screen. TR-FRET IN-LEDGF/p75 DNA integration, Eu/Cy5. inhibition, % at 3.7 µM. hit rate 0.64% among 370,000;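 active means inhibition above the screen-wide mean plus 3 SD, cut at about 13% in these data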;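 further: signal is the Cy5 over europium emission ratio at 671 and 618 nm; 0% = plate median of compound wells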
The depositor's hits bear a star; x = no result given. This is a subset; rates above refer to the full screens.

The line under a structure holds: TCR-CD3 inh	rCAG RNA binder	HTRA1 inh	MBD2 inh	TDP2 inh	PRMT1 inh	NPR2 activator	mABHD4 FP	SIAE primary	LEDGF integ inh
COc1ccc(NC(=O)C2CCCN(c3cnccn3)C2)cc1 (stereo unspecified)
  9.0	-2.0	9.8	1.0	0.2	3.4	1.0	5.4	-0.9	4.3
COc1ccccc1N1CCN(C(=O)c2ccc(Cn3c(=O)[nH]c4ccsc4c3=O)cc2)CC1
  8.3	-3.7	-2.6	-2.8	0.3	-3.5	-3.1	-1.7	-8.8	1.4
CCCn1c(N)c(N(CCOC)C(=O)c2cc(C)cc(C)c2)c(=O)[nH]c1=O
  2.6	-0.7	1.7	2.3	-8.6	-3.6	1.2	0.9	-0.7	3.5
N#Cc1ccc(OCC(=O)N/N=C(\CCC(=O)O)c2cccs2)cc1
  -8.4	-0.3	2.6	4.7	-1.8	3.3	-3.7	3.2	-5.0	-5.1
Cc1[nH]nc(SCC(=O)NC2CCCC2)c1[N+](=O)[O-]
  10.4	6.3	6.4	-2.2	-7.5	-3.6	-1.8	1.3	-3.6	-2.5
O=S(=O)(Nc1ccc(Cl)cn1)c1ccccc1
  2.6	0.2	-1.1	1.8	-9.5	0.5	3.2	-1.2	0.7	-7.1
CCCCCCCCN1C(=O)[C@@H](CC(=O)NCCc2ccccc2OC)C[C@@]2(C(=O)OC)C1=C[C@H](C(C)C)O[C@@H]2C1CC1
  x	11.2	x	-6.1	-3.1	-1.1	0.3	-7.7	8.8	1.7
Cc1ccc(C(=O)Nc2cccc(-c3cn4ccccc4n3)c2)cc1
  0.4	0.1	-34.2	0.3	-4.6	-2.0	1.9	-11.4	-5.6	4.2
Cc1cc(N/N=C/c2cccc(Cl)c2)nc(NCc2ccccc2)n1
  -4.7	2.6	-34.7	-3.0	-12.4	0.2	-6.9	40.4*	8.0	-4.2
Cc1cccc(NC(=O)c2cc(=O)c3ccccc3o2)c1
  -3.7	-1.3	-9.6	-1.4	-7.8	6.3	-5.9	-7.1	-5.3	-1.1
O=C1OCCN1C(=O)[C@H]1[C@H](c2ccc([N+](=O)[O-])cc2)C(c2cccc(Cl)c2)=NN1c1ccccc1
  -14.0	27.7	-9.4	0.5	-8.5	0.1	-0.6	-3.9	-9.4	1.0
CCOC(=O)Cc1nnc(NC(=O)c2ncn[nH]2)s1
  8.7	-1.9	7.0	0.3	10.5	3.0	4.0	-0.7	0.1	11.4
CC(C)n1nnnc1C1c2ccccc2C(=O)N1Cc1ccccc1 (stereo unspecified)
  -2.8	-1.3	x	-3.2	2.1	3.2	3.3	2.7	-2.9	-1.9
CCCN(c1ccc(OCC)cc1)S(=O)(=O)c1ccc2c(c1)CCN2C(=O)CCC(=O)O
  0.8	29.1	-6.5	1.7	9.2	-3.6	-2.5	-8.4	4.5	0.0
Cc1cc(NC(=O)c2ccco2)sc1C
  0.7	3.6	-2.5	-2.3	1.6	3.3	2.1	4.4	9.7	-0.6
CCN(CC)S(=O)(=O)c1ccc(NC(=S)NC(=O)C2CCC2)cc1
  2.9	0.8	-19.9	3.4	-16.1	-4.9	2.0	-17.9	-9.7	4.1
COc1ccc(CN2CCC(C)(Oc3ccc(C(C)=O)cc3)C2)c2ccccc12 (stereo unspecified)
  -1.3	1.8	x	1.4	7.3	0.7	-2.1	-2.1	7.5	-3.5
CCOC(=O)c1c(C)n(C)c2ccc(OCC(O)Cn3nc(C)cc3C)cc12 (stereo unspecified)
  1.3	-6.8	-1.5	0.1	9.1	2.5	9.3	-0.4	-4.0	-2.5
COc1cccc(CN2CC(C(=O)NC3CCCCCC3)CCC2=O)c1 (stereo unspecified)
  2.2	-4.7	8.4	-5.0	-2.4	-5.9	6.1	-0.6	-2.1	-4.5
Cc1cnc(C(=O)Nc2ccccc2F)cn1
  -0.8	0.8	1.5	3.9	4.5	1.0	-0.5	11.6	-0.4	1.3
Cc1ccc2[nH]c3c(=O)n(CCc4cnc[nH]4)cnc3c2c1
  -5.6	0.2	-0.3	5.0	3.6	-2.2	2.9	-7.5	3.7	1.5
COc1ccccc1-c1cnc(C(O)c2cccc(F)c2)[nH]1 (stereo unspecified)
  2.3	2.5	x	-5.7	5.2	0.7	-3.8	-0.7	2.8	1.4
O=C(/C=C\Nc1ccc(Cl)cn1)c1ccc(Br)cc1
  1.6	6.0	-10.5	-4.0	21.3	-5.6	-2.2	3.4	3.6	4.8
Cc1ccc(NC(=S)N(C)Cc2cn(C)c3ccccc23)cc1
  5.7	-0.2	-4.0	2.7	-0.9	-1.2	-3.2	3.8	8.9	0.5
O=C(c1cnccn1)N1CCN(S(=O)(=O)c2cccc(Cl)c2)CC1
  -2.8	2.7	-0.2	4.5	-1.1	-0.4	-1.0	1.9	0.6	-1.1
O=C(COc1coc(CN2CCN(c3ccccc3F)CC2)cc1=O)NC1CCCCC1
  3.0	-4.0	-0.2	-8.2	-10.3	0.3	1.8	1.7	2.2	0.9
CCSc1nnc(C)c(=O)n1COC(=O)c1ccc(S(=O)(=O)N2CCCC2)cc1
  -0.6	-0.3	-0.7	0.1	3.6	2.5	-2.9	0.8	3.0	5.1
O=S(=O)(c1ccccc1)N1CCNc2ccccc21
  -3.4	1.6	15.4	4.7	7.3	-1.4	5.3	3.0	3.8	-4.8
N#Cc1ccc(C(=O)Nc2cccc3ccccc23)c(F)c1
  0.6	-0.3	-3.6	-0.7	8.3	3.5	-1.0	-3.1	-8.3	2.7
COc1ccccc1NCCC(=O)OCC(=O)NCc1ccco1
  5.1	15.8	5.3	0.6	-1.2	2.5	-4.4	-4.7	26.9*	1.7
CCNc1c(NC(=O)c2ccc3c(c2)OCO3)c(=O)oc2ccccc12
  7.8	2.6	-4.5	-3.2	6.2	-1.7	3.4	-1.9	2.6	-1.0
Cc1onc(-c2c(F)cccc2Cl)c1C(=O)OCC(=O)NCc1ccco1
  2.6	0.4	-0.4	9.2	18.6	2.0	-10.8	6.0	-3.9	8.6
COC(=O)c1cc(S(=O)(=O)N2CCCN(C(C)=O)CC2)cn1C
  x	2.0	x	0.1	3.0	-1.4	-0.6	-2.0	-1.1	1.7
CC(=O)Cc1nsc(NC(=O)c2ccc(COc3cccc(C)c3)o2)n1
  -1.1	12.5	-19.8	4.0	11.8	3.2	0.2	-10.2	-7.9	-2.8
CCN(C(=O)COC(=O)/C=C/c1ccccc1Cl)c1c(N)n(Cc2ccccc2)c(=O)[nH]c1=O
  -4.3	-1.9	-1.4	-4.3	-6.0	2.3	-1.6	4.3	-9.7	-9.4
Cc1ccc(-c2cc(NC=O)c3ncc(-c4cnn(C)c4)n3c2)cc1
  -0.7	5.4	x	-7.0	-4.1	4.2	9.1	6.0	-1.9	2.3
CCCN(CC(=O)Nc1ccc(F)c(F)c1F)C(=O)c1cc([N+](=O)[O-])ccc1N1CCOCC1
  -2.9	-2.6	-4.1	8.6	6.4	4.3	2.1	4.6	4.1	-2.2
COc1ccccc1CNc1ncc(-c2ccccc2)n1C
  -2.3	5.0	-7.5	0.0	4.7	-2.3	-3.0	7.3	0.8	4.4
COc1ccc(C2C(C#N)=C(N)N(c3cccnc3)C3=C2C(=O)CC(C)(C)C3)cc1OC (stereo unspecified)
  4.4	0.5	-2.0	-8.8	-6.3	1.5	0.4	-1.6	3.4	2.5
CCCCn1c(CNC(=O)C(C)(C)C)nc2ccccc21
  -3.0	-0.6	0.2	1.0	1.1	-3.2	-0.3	2.4	-7.1	-1.3
CN(Cc1cnccn1)C(=O)CC1C(=O)NCCN1Cc1cccc(Oc2ccccc2)c1 (stereo unspecified)
  3.7	-7.1	-5.3	-8.1	-7.5	-0.7	-3.9	4.5	4.4	-7.0
COC(=O)CC1C(=O)NCCN1C(=O)c1c(F)cccc1F (stereo unspecified)
  9.3	-1.1	-1.9	2.9	5.2	0.4	4.6	-2.7	2.2	5.1
CC(=O)C1(O)C(C)CC2C3CCC4CC(O)CCC4(C)C3=CCC21C (stereo unspecified)
  -0.9	-7.8	-12.9	-0.8	-15.2	3.3	4.2	-0.7	-2.7	-2.5
O=C(Nc1cccc2c1CCCC2)c1ccc(F)cc1
  -7.8	-4.4	-4.0	-0.1	-4.4	-1.0	1.2	-2.3	5.7	2.7
O=C1c2ccccc2NC2(CCCC2)N1O
  4.5	1.2	8.0	1.8	3.0	-2.0	4.2	4.9	1.9	-2.4
COc1cccc(CN(C)C(=O)CCN=C2NS(=O)(=O)c3ccccc32)c1
  -6.4	0.1	6.7	-0.5	-9.5	3.9	-1.1	-4.7	-2.1	-2.4
O=C(COc1ccc(Cl)cc1)NCc1nnc(SCC(=O)N2CCCc3ccccc32)o1
  0.0	1.3	-1.1	-2.6	6.6	-2.0	-9.4	2.9	-3.4	-1.8
COc1cc(OC)cc(C(=O)N2CCN(C(=O)c3ccc(OC)c(OC)c3)CC2)c1
  4.2	-6.1	-1.5	-2.4	5.8	0.1	3.8	-7.7	-7.7	0.4
CN(/N=C/c1ccc(O)cc1O)c1nc(-c2ccccc2)cc(-c2ccccc2)n1
  -5.1	13.5	18.3	0.1	2.7	0.0	-2.4	0.6	19.9*	0.3
CC(C)CC(=O)NC(=S)Nc1ccc(N2CCCC2)c(Cl)c1
  -0.2	-2.3	x	-0.6	-0.8	-5.9	-0.6	6.2	1.1	7.5
Cc1ccc2nc(-c3ccco3)c(Cc3ccccc3C(F)(F)F)n2c1
  -5.2	10.4	x	10.4	1.3	33.4*	22.1	11.2	-1.6	0.9
N#Cc1ccc(Oc2nc(C#N)cc(-c3ccccc3)n2)cc1
  7.4	-0.4	0.5	0.3	6.5	-1.0	-2.4	-5.4	-2.3	-2.7
Cc1cc(C(=O)OCC(=O)NC2(C#N)CCCCC2)c(C)o1
  -6.3	-1.6	6.5	-3.2	-18.3	-1.8	0.8	-4.5	-12.0	5.4

Entries of single compounds as entered above.
COC(=O)c1cc(S(=O)(=O)N2CCCN(C(C)=O)CC2)cn1C is entered as TCR-CD3 inh = x; rCAG RNA binder = 2.0; HTRA1 inh = x; MBD2 inh = 0.1; TDP2 inh = 3.0; PRMT1 inh = -1.4; NPR2 activator = -0.6; mABHD4 FP = -2.0; SIAE primary = -1.1; LEDGF integ inh = 1.7
CN(Cc1cnccn1)C(=O)CC1C(=O)NCCN1Cc1cccc(Oc2ccccc2)c1 (stereo unspecified) is entered as TCR-CD3 inh = 3.7; rCAG RNA binder = -7.1; HTRA1 inh = -5.3; MBD2 inh = -8.1; TDP2 inh = -7.5; PRMT1 inh = -0.7; NPR2 activator = -3.9; mABHD4 FP = 4.5; SIAE primary = 4.4; LEDGF integ inh = -7.0
